Cycloheximide cs: counter-screen for Shiga toxin inhibitors: cycloheximide protein synthesis inhibition; actives 12% (n = 300,000); max response, %; cell reporter, cycloheximide protein synthesis inhibition counterscreen; AID 2314; in the data active means max response mostly above about 13%, no sharp cut-off; inactive means mostly below about 14%; further: read at 38.3 µM for the half of the compounds with a filed dose; 0% is about no effect
Pf growth 96h: P. falciparum growth inhibition at 96 hours | P. falciparum luciferase reporter growth, 96 h | actives 6.9% (n = 320,000) | Potency, µM (top dose mostly 28.7 µM), for inactives: at the highest dose activity change, negative = inhibition, hits mostly inhibitors | AID 504834; further: potency means the concentration at half of the fitted maximal effect; on the % scale 0 is the no-effect control and ±100 the full control effect
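Cell-based qHTS: luciferase-tagged P. falciparum in erythrocytes (2% hematocrit, 0.05% parasitemia final) incubated with compounds for 96 hours, 37 C, 5% CO2; luciferase detection reagent then added and luminescence measured.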
Tb PYK inh: blocks Trypanosoma brucei pyruvate kinase; Q57TT1; TbPYK enzyme, Kinase-Glo Plus ATP luminescence, 45 min; Potency, µM (top dose mostly 76.8 µM), inactives show top-dose activity, negative = inhibition, actives largely listed as inhibitors; actives 0.12% (n = 410,000); AID 624173; further: potency means the concentration at half of the fitted maximal effect; on the % scale 0 is the no-effect control and ±100 the full control effect; nearly all actives have a fitted effect of over 50% in size
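ADP (130 uM final) triggers the TbPYK reaction after compound addition; incubation is 45 min at room temperature. Kinase-Glo Plus is then added and luminescence imaged. Normalized data are fitted to concentration-effect curves.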
Shiga inhibitor: Shiga toxin inhibition; inhibition, % at 38.7 µM; Vero cells, Shiga toxin protein synthesis inhibition reporter; actives 9.2% (n = 290,000); in the data active means inhibition mostly above about 28%, no sharp cut-off; inactive means mostly below about 43%; further: 0% is about no effect
HCV inhibitor: blocks hepatitis C virus; Huh7.5.1 HCVcc-Cre infection, luciferase reporter, 44 h; Potency, µM (highest dose often 41.8 µM), without a hit: at the top dose activity change, negative = inhibition, hits mostly inhibitors; actives 3.4% (n = 340,000); further: potency means the concentration at half of the fitted maximal effect; on the % scale 0 is the no-effect control and ±100 the full control effect
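Cells (1,000/well) were plated 4 h before compound, then infected with HCVcc-Cre virus (~0.5 moi). After 44 h further culture, infection was read as luciferase luminescence following a 15 min substrate incubation at room temperature.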
Pf growth 48h: P. falciparum growth inhibition at 48 hours (one generation). actives 5.9% (n = 310,000). Potency, µM (titrated, usually from 28.7 µM), without a hit: top-dose activity change, negative = inhibition, actives largely listed as inhibitors. P. falciparum luciferase growth in erythrocytes, 48 h; further: potency means the concentration at half of the fitted maximal effect; on the % scale 0 is the no-effect control and ±100 the full control effect
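Parasite viability was followed by luminescence of a genomically integrated firefly luciferase. Cultures held 0.1% parasitemia at 2% hematocrit (final), incubated under 5% CO2 at 37 C.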
LmPK inhibitor: inhibitors of Leishmania mexicana pyruvate kinase | purified LmPK, Kinase-Glo ATP luminescence, 1 h | AID 1721 | Potency, µM (titrated, usually from 57.5 µM), for inactives: at the top dose activity change, negative = inhibition, hits mostly inhibitors | actives 0.37% (n = 290,000); further: potency means the concentration at half of the fitted maximal effect; on the % scale 0 is the no-effect control and ±100 the full control effect
Target sequence (Q27686 whole entry, looked up): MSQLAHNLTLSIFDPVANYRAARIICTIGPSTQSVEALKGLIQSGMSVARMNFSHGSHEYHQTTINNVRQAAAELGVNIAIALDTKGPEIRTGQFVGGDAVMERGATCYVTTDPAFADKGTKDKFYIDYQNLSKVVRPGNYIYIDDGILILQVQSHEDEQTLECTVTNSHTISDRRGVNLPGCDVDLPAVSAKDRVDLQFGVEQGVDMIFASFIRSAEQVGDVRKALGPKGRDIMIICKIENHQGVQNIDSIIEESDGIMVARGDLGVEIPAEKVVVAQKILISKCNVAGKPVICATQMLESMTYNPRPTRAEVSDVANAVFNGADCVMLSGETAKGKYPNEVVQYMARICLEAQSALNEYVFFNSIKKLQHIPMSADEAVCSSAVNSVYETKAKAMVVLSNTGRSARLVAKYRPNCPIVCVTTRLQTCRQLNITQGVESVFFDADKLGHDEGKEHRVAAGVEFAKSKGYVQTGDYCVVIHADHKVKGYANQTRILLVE
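ATP generated from ADP (0.1 mM) and PEP (0.5 mM) by 0.1 nM LmPK over 1 h at room temperature (pH 7.2 imidazole buffer) was detected by coupled luciferase luminescence. Values were normalized to uninhibited and no-enzyme wells.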
An asterisk follows results filed as active; i = inactive; ? = inconclusive; · = no result given; & = joins results of further samples; [ ] = another dose, or the depositor's remark. Unless noted, the call rests on the fitted dose curve; in most records, active means well fitted curve in the direction sought with a large enough effect; inconclusive means small, poorly fitted or top-dose-only effect, or another doubt; inactive means no such curve, though single readings can be large; an effect the other way counts as inactive or inconclusive. Compounds as they come. About 24% of those tested had a hit in this group.

no.	canonical_smiles	Cycloheximide cs	Pf growth 96h	Tb PYK inh	Shiga inhibitor
1	C#CCOCCOCCOCCNc1nc(N2CCOCC2)nc(N2CCN(C(=O)[C@H]([C@@H](C)CC)n3cc([C@@H](N)CC(C)C)nn3)CC2)n1	-2	6.6µM*	1%	-5
2	Cc1ccc(S(=O)(=O)/N=C(/c2ccccc2)N(C)c2ccc(O)cc2)cc1	-5	-30%	3%	19
3	Cc1[nH]cc(Br)c(=O)c1Oc1ncc(C(F)(F)F)cc1Cl	-5	-1%	0%	-5
4	S=C(NC1CCCC1)NC1CCCC1	-2	?	1%	16
5	COC(=O)CN(c1ccc(C)cc1)S(=O)(=O)c1c(C)[nH]c(=O)[nH]c1=O	-3	-22%	12%	-2
6	O=S(=O)(/C=C/c1ccccc1)N1CCN(c2nc(-c3cccnc3)nc3ccccc23)CC1	-8	?	-5%	-12
7	Cc1nc(/C=C\C(=O)O)c2cc(C)oc2n1	0	27%	3%	-14
8	Cc1ccc(S(=O)(=O)c2nc(S(=O)(=O)c3ccc(C)cc3)c(N3CCN(CCO)CC3)s2)cc1	-3	-31%	0%	-7
9	COC(=O)c1sc(N(C)C)c(C#N)c1-c1ccccc1	-3	-19%	2%	-5
10	Cc1cc(C)cc(NC(=O)CN2CCN(c3ccccn3)CC2)c1	-3	?	4%	-2
11	COc1ccc(F)cc1C(=O)C1CCCN(C(=O)C2=C(C)OCCO2)C1 (stereo unspecified)	-1	11%	5%	-11
12	CC(/C=N/N1CCN(c2ccccc2)CC1)=C\c1ccco1	44*	i	?	37
13	CCN=c1sc(C(=O)NCCc2ccccc2)cc(=O)n1CC	47*	12%	-12%	97*
14	CCOC(=O)CCc1c(C)c2ccc(OCc3cc([N+](=O)[O-])ccc3OC)c(C)c2oc1=O	-2	?	·	-20
15	COc1ccccc1NC(=O)CSc1nnc(-c2ccoc2C)n1C	-1	0%	-5%	-2

no.	HCV inhibitor	Pf growth 48h	LmPK inhibitor
1	-7%	?	-2%
2	11%	9%	0%
3	5%	31%[activator]	4%
4	1%	-23%	1%
5	21%	·	-2%
6	?	?	4%
7	-4%	2%	0%
8	?	5.2µM*	-2%
9	-18%	0%	1%
10	-22%	2%	2%
11	0%	21%	4%
12	-6%	63%[activator]	13µM*
13	-20%	?	3%
14	6%	2%	1%
15	23%	1%	-4%

Further records:
no.	canonical_smiles	Cycloheximide cs	Pf growth 96h	Tb PYK inh	Shiga inhibitor
16	COc1ccc(S(=O)(=O)N(C)CC(=O)Nc2ccccc2OC)cc1C	1	?	0%	-6
17	COc1ccc(Nc2oc(-c3ccco3)nc2S(=O)(=O)c2ccc(F)cc2)cc1	25	?	3%	17
18	COc1ccc(-n2c(Cc3cccn3C)nnc2SCC(=O)Nc2ccc(Cl)cc2)cc1	-3	15%	-1%	-6
19	O=C(COC(=O)/C=C/c1ccccc1Cl)NC1CCCC1	·	-18%	1%	·
20	O=C(CNS(=O)(=O)c1ccc2c(c1)OCCCO2)N1CCN(c2ccc(F)cc2)CC1	·	?	-6%	·
21	O=[N+]([O-])c1cccc2c([N+](=O)[O-])cccc12	·	5.9µM*	-3%	·
22	CCC(=O)N1CCN(c2nc3ccccc3s2)CC1	23*	66%[activator]	0%	36
23	COCc1cc(=O)[nH]c(Nc2nc3ccccc3o2)n1	61*	-16%	1%	65*
24	COc1ccc(NC(=O)/C(C#N)=C/c2c(C)nn(-c3ccc(F)cc3)c2Cl)cc1Cl	0	?	2%	17
25	O=C(NNC(=O)c1ccncc1)Nc1ccc([N+](=O)[O-])cc1	-2	118%[activator]	-3%	43
26	CCN(CC)C(=O)C1CCN(S(=O)(=O)c2ccc3oc4ccccc4c3c2)CC1	-1	?	-5%	-6
27	O=C(Nc1nc(-c2ccncc2)cs1)c1ccc(F)cc1	6	26%	4%	-6
28	c1ccc(C2NCCc3[nH]cnc32)cc1 (stereo unspecified)	1	2%	-2%	-6
29	CCNC(=O)NC(=O)CSc1ccc2ccccc2c1	2	6%	-23%	-13
30	COc1ccc(Br)cc1/C=C/c1ccc2cccc(O)c2n1	24	?	-5%	44

no.	HCV inhibitor	Pf growth 48h	LmPK inhibitor
16	?	-14%	0%
17	?	?	0%
18	-12%&-17%	12µM*	9%
19	3%	-5%	·
20	-6%	?	·
21	16%	12%	·
22	?	·	-6%
23	-21%	?	-6%
24	2%	5%	-3%
25	7%	?	-4%
26	?	9%	7%
27	-5%	0%	8%
28	8%	-2%	-1%
29	-16%	5%	10%
30	?	2.1µM*	-4%

Later entries:
no.	canonical_smiles	Cycloheximide cs	Pf growth 96h	Tb PYK inh	Shiga inhibitor
31	CCSc1ncccc1-c1nc2ccccc2[nH]1	38*	?	0%	99*
32	COCc1c(C#N)c(NCCc2ccc(F)cc2)nc(C)c1[N+](=O)[O-]	0	?	-4%	-14
33	CN(C)c1ccc(N=Nc2cccc3ccoc23)cc1	56*	203%[activator]	2%	137*
34	C/C(=N\Nc1cc(N2CCOCC2)nc(C)n1)c1cccc([N+](=O)[O-])c1	-4	56%[activator]	-5%	25
35	O=C(Nc1ccccc1[N+](=O)[O-])c1cncc(Br)c1	28*	66%[activator]	1%	46
36	CCn1c(S(=O)(=O)O)nc2ccccc21	0	0%	3%	17
37	C=CCNC(=O)C1(S(=O)(=O)c2ccccc2)CC=CC1	-4	39%[activator]	-1%	12
38	O=C(Nc1ccc(S(=O)(=O)N2CCCC2)cc1)c1ccc(OCC2CCCO2)cc1 (stereo unspecified)	11	?	-1%	26
39	COc1ccc(C(=O)OCc2ccccc2F)cc1S(=O)(=O)N1CCCC1	·	13µM*	0%	·
40	O=C(N/N=C/c1c(O)n(Cc2ccc(F)cc2)c(=S)[nH]c1=O)c1ccncc1	8	28%	-6%	3
41	O=C(c1snnc1-c1ccccc1)N1CCOCC1	-3	17%	4%	-4
42	CCOc1ccc(C(C)C)cc1S(=O)(=O)Nc1ccc(Cl)cn1	-1	·	-4%	-5
43	Cc1ccc2nc3c(c(Nc4cccc(O)c4)c2c1)CCC3	2	22%	2%	-12
44	Cc1ccc2oc(C(=O)NCc3ccc4c(c3)OCO4)c(C)c2c1	24*	86%[activator]	1%	2
45	O=c1c(-c2ccccc2)coc2c(CN3CCCCC3)c(O)ccc12	0	?	3%	-4

no.	HCV inhibitor	Pf growth 48h	LmPK inhibitor
31	-13%	?	0%
32	?	?	2%
33	-16%	i	-15%
34	11µM*	?	-2%
35	4%	31%[activator]	4%
36	20%	42%[activator]	-1%
37	24%	11%	-17%
38	11µM*	?	1%
39	?	9.3µM*	·
40	21%	24%	5%
41	19%	0%	-1%
42	10%	-6%	-6%
43	-23%	5.2µM*	4%
44	6%	33%[activator]	-1%
45	1%	?	4%

Other compounds:
no.	canonical_smiles	Cycloheximide cs	Pf growth 96h	Tb PYK inh	Shiga inhibitor
46	CCOC(=O)CC1COCCN1Cc1cn[nH]c1-c1ccc2c(c1)OCO2 (stereo unspecified)	-2	40%[activator]	-2%	-10
47	Cc1ccc(N2CN=C3SCC(=O)N3C2)cc1C	22*	?	1%	43
48	O=C(CN1CCN(c2ccccn2)CC1)Nc1ccc([N+](=O)[O-])cc1C(=O)Nc1ccccc1F	-3	5%	1%	-3
49	CCCC(C)NC(=O)COc1ccc(Sc2ccc(OCC(=O)NC(C)CCC)cc2)cc1 (stereo unspecified)	-1	?	-9%	-5
50	CCOC(=O)C1CCCN(C(=O)CCNS(=O)(=O)c2cc(Br)cnc2N)C1 (stereo unspecified)	-2	97%[activator]	2%	-5
51	CCCSc1sc(C(=O)OC)c(-c2cccs2)c1C#N	1	10µM*	0%	-1
52	Cc1cccc(NC(=O)N(C)Cc2cccs2)c1	11	65%[activator]	-1%	27
53	CCCC(=O)NCC(c1cccs1)S(=O)(=O)c1ccc(Cl)cc1 (stereo unspecified)	6	2.6µM*	1%	7
54	O=C1C=C(c2ccc(-c3ccccc3)c(F)c2)C[C@@H](c2ccc3c(c2)OCO3)C1	·	32%[activator]	5%	·
55	O=C(CNC(=O)c1ccccc1F)NNC(=O)c1ccccc1O	·	39%[activator]	2%	·
56	CCOC(=O)c1ccc(S(=O)(=O)N2CCN(CCC#N)CC2)cc1	2	12%	-1%	-3
57	CN(C)C(=O)CSc1nnc(NC(=O)CCc2ccccc2)s1	-1	-10%	31%[activator]	5

no.	HCV inhibitor	Pf growth 48h	LmPK inhibitor
46	-3%	-2%	0%
47	12%	4%	4%
48	11µM*	?	2%
49	?	7.4µM*	1%
50	7%	-3%	1%
51	?	10µM*	-3%
52	-8%	·	-6%
53	7%	-21%	0%
54	6%	-7%	·
55	-4%	15%	·
56	20%	2%	0%
57	-1%	?	-1%

Filtered by structure, those above with a nitro group on carbon.
no.	canonical_smiles	Cycloheximide cs	Pf growth 96h	Tb PYK inh	Shiga inhibitor
14	CCOC(=O)CCc1c(C)c2ccc(OCc3cc([N+](=O)[O-])ccc3OC)c(C)c2oc1=O	-2	?	·	-20
21	O=[N+]([O-])c1cccc2c([N+](=O)[O-])cccc12	·	5.9µM*	-3%	·
25	O=C(NNC(=O)c1ccncc1)Nc1ccc([N+](=O)[O-])cc1	-2	118%[activator]	-3%	43
32	COCc1c(C#N)c(NCCc2ccc(F)cc2)nc(C)c1[N+](=O)[O-]	0	?	-4%	-14
34	C/C(=N\Nc1cc(N2CCOCC2)nc(C)n1)c1cccc([N+](=O)[O-])c1	-4	56%[activator]	-5%	25
35	O=C(Nc1ccccc1[N+](=O)[O-])c1cncc(Br)c1	28*	66%[activator]	1%	46
48	O=C(CN1CCN(c2ccccn2)CC1)Nc1ccc([N+](=O)[O-])cc1C(=O)Nc1ccccc1F	-3	5%	1%	-3

no.	HCV inhibitor	Pf growth 48h	LmPK inhibitor
14	6%	2%	1%
21	16%	12%	·
25	7%	?	-4%
32	?	?	2%
34	11µM*	?	-2%
35	4%	31%[activator]	4%
48	11µM*	?	2%

Bioassay records (PubChem BioAssay)
